# LMNA splice mod – LMNA splicing modulation; HeLa LMNA splicing GFP/RFP minigene ratio, 48 h; Potency, µM (series often up to 46.1 µM), for the others: at the top dose ratio change, negative = inhibition, actives largely listed as inhibitors; 200,000 tested, 0.01% active; AID 1487; active = well fitted inhibition curve with a large enough effect in the signal ratio, with a control signal flat, not every such curve was filed as active; inconclusive = small, poorly fitted or top-dose-only effect, or effect the other way, or a change in a side signal; the % refers to the signal ratio; note: potency is the fitted concentration of half-maximal effect; % is set by controls: 0 for no effect and ±100 for the full control effect
#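 Read-out is the ratio of GFP to DsRed2 object intensity, acquired by 488 nm laser-scanning cytometry on HeLa lamin A-EGFP minigene reporter cells. Compound incubation 48 hrs at 37 °C in Opti-MEM with 2% FBS; DMSO 0.5% final.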
# KinaseGlo FLuc – counter-screen: inhibitors of Kinase-Glo firefly luciferase; Q27757; Kinase-Glo luciferase, ATP luminescence, 8 min; Potency, µM (doses to about 38.3 µM), for the others: at the highest dose activity change, negative = inhibition, hits mostly inhibitors; 200,000 tested, 0.28% active; note: potency is the fitted concentration of half-maximal effect; % is set by controls: 0 for no effect and ±100 for the full control effect; nearly all actives have a fitted effect of over 60% in size
#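 Recombinant Kinase-Glo luciferase, 10 uM ATP (linear range), luciferin; imidazole pH 7.2 / KCl / MgCl2 / Tween / BSA buffer; 8 min RT; luminescence.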
# NPSR antag – neuropeptide S receptor (human) antagonism, cAMP; CHO-NPSR cells, cAMP TR-FRET, antagonist mode; Potency, µM (titrated, usually from 38.3 µM), for the others: at the highest dose activity change, negative = inhibition, hits mostly inhibitors; 220,000 tested, 1% active; AID 1461; note: potency is the fitted concentration of half-maximal effect; % is set by controls: 0 for no effect and ±100 for the full control effect; nearly all actives have a fitted effect of over 50% in size; many of its hits are not listed in these tables
# Target sequence (Q6W5P4 whole entry, looked up): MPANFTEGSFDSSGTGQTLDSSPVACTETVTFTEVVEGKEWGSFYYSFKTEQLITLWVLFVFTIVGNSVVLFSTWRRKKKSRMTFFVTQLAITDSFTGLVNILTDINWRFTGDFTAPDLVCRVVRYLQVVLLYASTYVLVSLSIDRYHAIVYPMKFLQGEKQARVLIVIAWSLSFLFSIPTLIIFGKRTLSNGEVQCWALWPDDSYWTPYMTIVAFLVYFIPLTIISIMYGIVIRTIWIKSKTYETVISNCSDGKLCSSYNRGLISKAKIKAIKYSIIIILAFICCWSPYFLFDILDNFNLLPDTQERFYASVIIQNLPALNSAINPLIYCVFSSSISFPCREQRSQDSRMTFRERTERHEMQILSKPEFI
# HttQ103 aggreg – reduces HttQ103-GFP aggregates in PC12 cells | Potency, µM (highest dose often 46.1 µM), without a hit: at the highest dose activity change, negative = inhibition, hits mostly inhibitors | 220,000 tested, 1.1% active | PC12 HttQ103-GFP aggregates, Acumen cytometry, 40 h; note: potency is the fitted concentration of half-maximal effect; % is set by controls: 0 for no effect and ±100 for the full control effect; nearly all actives have a fitted effect of over 60% in size
#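 Aggregates are detected as GFP objects 1–25 µm with signal 6 STDEV over background in lysates of induced PC12 cells. These carry Huntingtin exon 1 with 103 glutamines fused to GFP under an ecdysone promoter; compounds titrated.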
# CBFb-RUNX1 inh – CBF-beta/RUNX1 interaction disruption | AlphaScreen CBFb-His/RUNX1-biotin binding, biochemical | Q01196+Q13951 | 230,000 tested, under 10 active | Potency, µM (titrated, usually from 59.8 µM), for inactives: top-dose activity, negative = inhibition, hits mostly inhibitors; note: % of control where 0% means no effect
#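 Interaction loss through any mechanism counts as activity. Pre-formed complex of His-CBF-beta and biotin-RUNX1 (30 nM apiece) is incubated with compound 15 min, then with 50 ng nickel and 50 ng streptavidin beads for 90 min before AlphaScreen detection.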
# Epigenetic derep – epigenetic control regulation, reporter derepression | murine LDR cells, GFP reporter derepression, 30 h | Potency, µM (highest dose often 53.9 µM), inactives show top-dose GFP activation, hits mostly activators | 280,000 tested, 0.2% active | AID 1865; note: potency is the fitted concentration of half-maximal effect; % of control where 0% means no effect; nearly all actives have a fitted effect of over 60% in size
#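 Murine LDR cells carrying a silenced, genomically integrated CMV-driven GFP reporter were exposed to compound for 30 hours at 37 C. After PBS washes, GFP-positive cells (20–120 um objects) were counted by laser-scanning microplate cytometry.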
# IMPase Li cell – cell-permeable IMPase inhibitors with lithium potentiation; CHO-M1 cells, IP1 TR-FRET (IP-One), carbachol + lithium; Potency, µM (highest dose often 59.4 µM), without a hit: top-dose activity, negative = IMPase inhibition, actives largely listed as inhibitors; 210,000 tested, 0.35% active; AID 1457;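 note: IP1 builds up when IMPase is blocked and the TR-FRET signal falls; potency is the fitted concentration of half-maximal effect; plate controls were basal vehicle for no effect and high inhibitor control for full effect; nearly all actives have a fitted effect of over 50% in size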
#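 Steps: plate 2000 CHO-M1 cells per well and culture 16–30 h; add compound and lithium; incubate 30 min, 37C; add d2-IP1 tracer and Eu cryptate anti-IP1 antibody in lysis buffer; read after 10 min at room temperature.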
# Active calls of the source: *; u = inconclusive; x = not tested or not shown; [ ] = remark or other dose. Unless noted, calls come from the whole dose curve; as a rule, active = well fitted curve in the direction sought with a large enough effect; inconclusive = small, poorly fitted or top-dose-only effect, or another doubt; inactive = no such curve, though single readings can be large; an effect the other way counts as inactive or inconclusive. An excerpt. The share of hits here may be higher or lower than overall.
SMILES,LMNA splice mod,KinaseGlo FLuc,NPSR antag,HttQ103 aggreg,CBFb-RUNX1 inh,Epigenetic derep,IMPase Li cell
COC(=O)c1c(C)cc(OC(C)=O)c(C)c1OC(C)=O,7.1%,-3.7%,0.8%[46.1 µM],-10.2%,-2.4%,0.7%,-14.8%[38.3 µM]
Cc1c(Cl)cccc1N=Cc1ccc([N+](=O)[O-])s1,u,-4.6%,0.3%[46.1 µM],u,-13.8%,0.0%,-1.0%[38.3 µM]
COc1ccc(OC)c(NC(=O)c2ccc3c(=O)n(CCc4ccccc4)c(=S)[nH]c3c2)c1,-15.7%,1.5%,-27.4%,-11.6%,u,0.0%,1.4%
CC(=O)Nc1ccc(NC(=O)c2c([N+](=O)[O-])c(C(C)(C)C)nn2C)cc1,x,x,-19.0%,-23.5%[9.22 µM],-2.0%,2.7%,x
Cc1ccc(S(=O)(=O)N2CCOCC2)cc1C(=O)OC1CCCCC1=O (configuration not stated),-3.6%[46 µM],1.2%,-1.1%,-0.6%,11.2%,-0.3%,8.7%
COC(=O)c1ccc(OCC(O)CN(CCO)CC(O)Cn2ccc3ccccc32)cc1 (configuration not stated),-5.8%,6.8%,-4.7%,5.7%,2.1%,-1.1%,0.2%
CCOC(=O)Nc1nnc(Cc2ccc(Cl)c(Cl)c2)s1,u,0.6%,-12.5%,0.3%[9.22 µM],-0.4%,-0.9%,-1.1%
COc1ccc(-n2c(C)csc2=S)cc1,-7.0%,4.3%,-3.9%[46.1 µM],2.0%,-1.1%,0.0%,-0.1%
COc1ccccc1[C@@H]1C(c2ccc(F)cc2)=NN(c2ccc(Br)cc2)[C@H]1C(=O)N1CCOC1=O,x,2.8%[39.9 µM],x,x,15.1%,-1.5%[40.7 µM],-2.2%
O=C(O)c1cn(-c2ccccc2)nc1-c1ccncc1,9.0%,3.4%,-2.2%[46.1 µM],2.0%,3.1%,-2.1%,-3.6%[38.3 µM]
COc1ccc(-c2c[n+](CC(=O)N3c4ccccc4Sc4ccccc43)c3n2CCC3)cc1,x,x,4.2%[7.67 µM],-21.4%[9.22 µM],1.6%,-0.3%,x
O=C(OCCN1C(=O)c2ccccc2C1=O)c1ccc(S(=O)(=O)N2CCCCCC2)cc1,5.8%,-1.0%,u,-10.8%,7.4%,0.9%,36.8%[activator][38.3 µM]
CCc1cccc(CC)c1NC(=S)/C(=C(\[O-])c1ccc(Cl)s1)[n+]1ccccc1,-13.3%[46 µM],-1.3%,-23.1%,0.3%,-6.3%,-1.4%,23.4%
O=C(NC1CCCC1)C1CCC(=O)N1C1CCCCC1 (configuration not stated),x,-2.2%,30.4%,8.5%,3.7%,0.0%,-6.4%
CCn1c2ccccc2c2cc(N=C3SC(CC(=O)Nc4ccccc4OC)C(=O)N3CCOC)ccc21 (configuration not stated),-6.6%,-0.4%,-36.1%,32.7%,-27.3%,-3.0%,-5.3%
CCCCc1nc(N2CCOCC2)c(C#N)c2c1CCCC2,-3.8%,x,-29.3%[46.1 µM],u,14.4%,-5.7%,x
N#Cc1ccc(OCC(=O)NCCc2ccccn2)cc1,17.1%,-5.4%,0.5%[46.1 µM],6.3%,-2.2%,4.3%,-4.2%[38.3 µM]
COc1ccc(Br)cc1CN(C)C(=O)c1ccc2c(c1)NC(=O)C(C)S2 (configuration not stated),x,2.2%,-13.4%,-16.6%,3.8%,-2.7%,-0.2%
O=C(N/N=C\c1ccc(F)cc1)c1ccc(F)cc1,x,-5.5%,1.5%,9.5%,23.3%,0.0%,0.3%
Cc1c(Cl)cccc1N(CC(=O)O)S(C)(=O)=O,-2.3%,3.8%,0.8%[46.1 µM],2.0%,3.4%,0.0%,1.9%[38.3 µM]
Nc1nnc(Cc2ccc(Cl)cc2Cl)s1,-0.4%,10.6%,-8.7%[46.1 µM],-6.2%,3.5%,-0.7%,-18.9%[38.3 µM]
COc1ccc(-c2csc(N)n2)cc1,1.9%,-3.3%,12.6%,-17.5%,-11.3%,0.3%,-3.7%
O=c1[nH]c2ccc(NC(=S)Nc3ccccc3Cl)cc2[nH]1,-2.0%,-3.2%,-8.6%[46.1 µM],-8.4%,-5.5%,-0.7%,7.5%[38.3 µM]
O=C(CSc1nnnn1C1CCCCC1)N1c2ccccc2Sc2ccccc21,u,-5.4%,-25.6%[46.1 µM],u,0.6%,-1.1%,25.7%[38.3 µM]
CC1CC(C)CN(S(=O)(=O)c2ccc(C(=O)NCc3ccc4c(c3)OCO4)cc2)C1 (configuration not stated),-7.9%,-0.8%,-11.0%[46.1 µM],-11.1%,6.8%,3.6%,41.2%[activator][38.3 µM]

# Single entries from the results shown:
# CBFb-RUNX1 inh, `COc1ccc(-c2c[n+](CC(=O)N3c4ccccc4Sc4ccccc43)c3n2CCC3)cc1` stands at 1.6%
# IMPase Li cell, `O=c1[nH]c2ccc(NC(=S)Nc3ccccc3Cl)cc2[nH]1` stands at 7.5%[38.3 µM]
# NPSR antag, `COC(=O)c1c(C)cc(OC(C)=O)c(C)c1OC(C)=O` stands at 0.8%[46.1 µM]
# Epigenetic derep, `O=C(NC1CCCC1)C1CCC(=O)N1C1CCCCC1` (configuration not stated) stands at 0.0%

# Entries from the list above that contain a COOH group:
SMILES,LMNA splice mod,KinaseGlo FLuc,NPSR antag,HttQ103 aggreg,CBFb-RUNX1 inh,Epigenetic derep,IMPase Li cell
O=C(O)c1cn(-c2ccccc2)nc1-c1ccncc1,9.0%,3.4%,-2.2%[46.1 µM],2.0%,3.1%,-2.1%,-3.6%[38.3 µM]
Cc1c(Cl)cccc1N(CC(=O)O)S(C)(=O)=O,-2.3%,3.8%,0.8%[46.1 µM],2.0%,3.4%,0.0%,1.9%[38.3 µM]

# (more compounds)
SMILES,LMNA splice mod,KinaseGlo FLuc,NPSR antag,HttQ103 aggreg,CBFb-RUNX1 inh,Epigenetic derep,IMPase Li cell
CSCCC(NS(=O)(=O)c1ccc(C)cc1)C(=O)NC1CCCCC1 (configuration not stated),x,1.8%,1.3%,8.0%,-0.4%,-2.9%,4.7%
CCOCC(=O)Nc1nc2c(s1)C(=O)CC(C)(C)C2,1.4%,1.5%,-10.8%[46.1 µM],-25.6%,5.7%,-0.8%,13.0%[38.3 µM]
COc1ccc2c(c1)C1NC(=S)N[C@@](C)(O2)C1C(=O)Nc1ccccc1 (some centres not stated),-5.1%,4.6%,-5.5%[46.1 µM],-7.0%,7.0%,0.0%,-3.2%
Cc1ccc(C2=NN(S(C)(=O)=O)C(c3ccc4c(c3)OCO4)C2)cc1 (configuration not stated),u,-8.6%,7.5%,7.8%,-3.5%,u,4.1%
Nc1ccn(-c2ccc(Cl)cc2)c(=O)c1,-0.5%,-7.7%,17.3%[46.1 µM],u,-3.0%,-0.2%,-2.1%[38.3 µM]
Cc1ccccc1NC(=O)CSc1ccncc1,u,x,-10.6%,-2.7%[9.22 µM],-0.9%,1.1%,x
COC(=O)c1nn(-c2ccccc2)c(Cl)c1/C=N/OC(=O)c1ccc(Cl)c(Cl)c1,8.3%,0.8%,-24.9%[46.1 µM],2.6%,9.1%,-1.0%,-12.4%[38.3 µM]

# A different layout for two compounds above.
CSCCC(NS(=O)(=O)c1ccc(C)cc1)C(=O)NC1CCCCC1 (configuration not stated)
- LMNA splice mod: x
- KinaseGlo FLuc: 1.8%
- NPSR antag: 1.3%
- HttQ103 aggreg: 8.0%
- CBFb-RUNX1 inh: -0.4%
- Epigenetic derep: -2.9%
- IMPase Li cell: 4.7%
CCOCC(=O)Nc1nc2c(s1)C(=O)CC(C)(C)C2
- LMNA splice mod: 1.4%
- KinaseGlo FLuc: 1.5%
- NPSR antag: -10.8%[46.1 µM]
- HttQ103 aggreg: -25.6%
- CBFb-RUNX1 inh: 5.7%
- Epigenetic derep: -0.8%
- IMPase Li cell: 13.0%[38.3 µM]

# Assay outcomes from PubChem.
